# NSD2 inh – inhibitors of human histone methyltransferase NSD2; NSD2 peptide methylation, AlphaScreen, 120 min; inhibition, % at 12.5 µM; 0.54% of 310,000 active; in the data active means inhibition above about 50%
# PKA-R2B act – activates the human PKA-R2B holoenzyme complex; PKA-R2B holoenzyme dissociation, Cy5-IP20 fluorescence polarization; R2B truncated from residue 108, S112A mutant; 0% DMSO only, 100% 113 µM cGMP; activation, % at 11.4 µM; 0.079% of 340,000 active; AID 504700;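 active means activation above a cutoff set at the mean over all compounds plus 3 SD, cut at about 18% in these data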;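 further: higher means more holoenzyme dissociation and a rise in polarization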
# MITF TRPM1 HTS – increases MITF-driven TRPM1 promoter luciferase signal; SK-MEL-5 TRPM1-promoter luciferase, 24 h; % of positive control, neutral wells = 0; activation, % at 12.5 µM; 0.75% of 300,000 active;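 active means mean activation of at least 80% with every replicate also reaching 80%; inconclusive means mean reaches 80% but some replicate falls short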;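 further: 0% = neutral control wells and 100% = parthenolide positive control wells; values of inactives mirror those of a sister screen read the other way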
# SUMO Mot1 rescue – SUMOylation pathway inhibition by Mot1-301 growth rescue; AID 2716; 1% of 320,000 active; growth rescue, % at 18.8 µM; S. cerevisiae Mot1-301 growth rescue, ATP luminescence, 38.5C; percent above DMSO median, 100 means doubled;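 active means every valid replicate shows activation above 250% relative to neutral control wells; inactive means the rest, any valid replicate at or below 250%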;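 further: OY570 slx delta 5 strain wells were the positive control but not used for scaling; some compounds called inactive have numbers as strong as hits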
# CDK5 p35 inh – blocks human CDK5/p35 kinase activity; Q00535+Q15078; Recombinant CDK5/p35, ADP-Glo luminescence, 60 min; inhibition, % at 10 µM; 0.01% of 330,000 active;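 active means highest replicate inhibition of at least 50% and at least 75% of replicates reaching 50%; inconclusive means only one of the two criteria met; inactive means both criteria failed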;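 further: plate controls were DMSO neutral control for no effect and GW8510 at 10 µM for full effect; many of its hits are not listed in these tables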
# Pemphigus Ab inh – inhibitors of pemphigus antibody binding to human desmoglein-3; P32926; DSG3-coupled beads, scFv-anti-DSG3-GFP binding, flow cytometry; active compounds read low; binding (percent of control), % at 10 µM; 0.48% of 310,000 active;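 active means binding more than 3 SD below its plate's average and above zero; inconclusive means below that plate limit but binding exactly zero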;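 further: hits lower antibody fragment binding to DSG3; some compounds called inactive have numbers as strong as hits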
# dFosB activator – activators of mouse delta FosB homodimer; P13346; purified delta FosB, TAMRA-CDK5 oligo fluorescence polarization; percent of positive-control signal above neutral wells; activation, % at 25 µM; 0.99% of 340,000 active;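 active means mean activation above about 17%, with every replicate also reaching it, limit read from the data, passing the limit was not always enough; inconclusive means only one of the two conditions met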;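 further: fluorescence polarization rise as delta FosB binds a TAMRA Cdk5 AP-1 oligo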
# Target sequence (P13346 whole entry, looked up): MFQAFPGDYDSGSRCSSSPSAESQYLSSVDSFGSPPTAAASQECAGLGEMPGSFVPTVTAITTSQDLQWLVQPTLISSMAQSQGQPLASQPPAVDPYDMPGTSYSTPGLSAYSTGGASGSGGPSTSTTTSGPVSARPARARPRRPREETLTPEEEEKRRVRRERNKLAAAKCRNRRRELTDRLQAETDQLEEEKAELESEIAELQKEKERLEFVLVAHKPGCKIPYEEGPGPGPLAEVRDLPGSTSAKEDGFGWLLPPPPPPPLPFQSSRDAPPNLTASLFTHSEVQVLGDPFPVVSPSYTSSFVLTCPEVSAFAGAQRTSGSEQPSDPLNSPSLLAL
# PKA-R1A activ – activators of PKA-R1A complex; P00514+P68181; PKA-R1A dissociation, Cy5-IP20 fluorescence polarization; scaled: DMSO 0%, 113 µM cGMP 100%; activation, % at 11.4 µM; 0.083% of 340,000 active; AID 504707;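 active means percent activation above the mean of all tested compounds plus 3 SD, cut at about 19% in these data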;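 further: higher means more PKAc released from R1A so a rise in polarization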
# SR-BI HDL uptake – mouse SR-BI HDL lipid transfer inhibition. Q61009. ldlA[mSR-BI] CHO cells, DiI-HDL uptake fluorescence, 3 h. inhibition, % at 12.5 µM. 0.96% of 320,000 active. AID 488896;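 active means mean replicate inhibition of at least 70% and a set share of replicates each scoring 70 or more; inconclusive means meets just one of the two criteria; inactive means fails both criteria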;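 further: 0% = median of neutral control wells and 100% = median of positive control wells; values of inactives mirror those of a sister screen read the other way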
# Target sequence (Q61009 whole entry, looked up): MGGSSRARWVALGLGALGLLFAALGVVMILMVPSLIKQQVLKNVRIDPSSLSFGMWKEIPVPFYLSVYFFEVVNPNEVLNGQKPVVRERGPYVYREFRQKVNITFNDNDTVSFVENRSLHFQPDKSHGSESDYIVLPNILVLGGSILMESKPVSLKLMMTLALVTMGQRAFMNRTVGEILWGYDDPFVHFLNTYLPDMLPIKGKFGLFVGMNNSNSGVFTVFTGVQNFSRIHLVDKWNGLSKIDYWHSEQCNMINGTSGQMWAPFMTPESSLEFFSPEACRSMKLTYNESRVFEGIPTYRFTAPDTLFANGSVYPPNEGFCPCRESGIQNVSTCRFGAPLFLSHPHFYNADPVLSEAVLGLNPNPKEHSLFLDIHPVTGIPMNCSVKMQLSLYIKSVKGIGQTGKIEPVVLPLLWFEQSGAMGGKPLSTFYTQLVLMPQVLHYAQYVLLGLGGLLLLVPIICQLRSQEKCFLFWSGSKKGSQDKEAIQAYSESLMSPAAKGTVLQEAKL
# SR-BI DiI-HDL act – enhances SR-BI lipid uptake from DiI-HDL | 0.096% of 320,000 active | CHO ldlA[mSR-BI] cells, DiI-HDL uptake fluorescence, 3 h; 100 = double the neutral-control signal | activation, % at 12.5 µM;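 active means mean replicate activation of at least 60% and every replicate at or above 60%; inconclusive means mean or all-replicate condition met, but not both; inactive means mean below 60% and not all replicates reaching 60%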;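 further: 0% = median plate neutral-control signal and 100% = twice that signal; values of inactives mirror those of a sister screen read the other way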
#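 Material: SR-BI-overexpressing, LDLR-lacking CHO cells | Dosing: Single compound concentration, delivered by pin transfer | Probe or stimulus: Labelled HDL, 10 µg/mL | Signal: Bottom-read cell fluorescence after medium removal, ex 550/em 595 nm | Schedule: 3 h, 37 °C | Evaluation: HDL uptake via cellular fluorescence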
# Arrestin-AP2 inh – inhibitors of human beta-arrestin and AP2 interaction; FITC-arrestin peptide / GST-AP2 beads, flow cytometry; AP2 beta2 appendage carries R879A mutation; 0.31% of 340,000 active; inhibition, % at 10 µM; AID 504490;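 active means inhibition above a set limit, near 3 SD of compounds lacking own fluorescence, cut at about 54% in these data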;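 further: plate controls were DMSO wells for no effect and 5 µM unlabelled arrestin peptide for full effect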
#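 System: GST-AP2 R879A glutathione beads; medium: PBS, Tween 20 0.05%, BSA 0.1%; reagent: fluorescein-tagged arrestin peptide at 50 nM final; schedule: pre-incubation 12 min, peptide binding 1 h, room temperature; detection: flow cytometry, FL1 (488/535 nm); read-out: inhibition as reduced fluorescein signal on beads, percent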
# * = called active by the depositor; ? = inconclusive; / = not tested or not shown.
compound,NSD2 inh,PKA-R2B act,MITF TRPM1 HTS,SUMO Mot1 rescue,CDK5 p35 inh,Pemphigus Ab inh,dFosB activator,PKA-R1A activ,SR-BI HDL uptake,SR-BI DiI-HDL act,Arrestin-AP2 inh
Cc1ccc2cc(CCNC(=O)c3ccc(C)c([N+](=O)[O-])c3)c(=O)[nH]c2c1,-1.6,14.9,-19.6,-2.5,1.9,93.8,-5.9,12.1,-17.9,17.9,3.7
Cc1ccc(N)cc1S(=O)(=O)N(C)C,-1.5,1.6,5.0,-12.6,1.6,108.9,-4.6,8.3,2.3,-2.3,11.3
O=C(CCc1ccccc1Cl)Nc1cc(S(=O)(=O)N2CCOCC2)ccc1N1CCCC1,-5.9,4.1,6.4,/,-1.3,111.7,-0.6,6.4,-8.6,8.6,30.2
CCOc1ccc(NC(=O)c2ccc3[nH]c(=O)c(=O)[nH]c3c2)cc1,4.0,-2.0,1.3,9.6,-4.5,102.7,-2.4,-16.1,8.9,-8.9,0.0
Cc1ccc(NC(=O)NCCN2CCCCC2)cc1C,2.4,8.4,/,2.4,2.0,110.3,-7.6,-4.6,-30.4,30.4,31.0
CCOc1ccc(-c2nc(N)nc(C)c2-c2ccc(Cl)cc2)c(O)c1,0.2,-2.3,8.4,-4.9,-3.5,105.2,-14.5,-6.2,21.4,-21.4,5.8
COc1ccc(C(=O)NNC(=O)Cc2coc3cc(OC)ccc23)cc1,-2.9,-4.9,13.3,-0.3,-0.6,121.8,-6.2,0.9,15.8,-15.8,2.5
COc1ccc(-n2c(=S)[nH]c3cc(C(=O)Nc4ccc(C)c(F)c4)ccc3c2=O)c(OC)c1,6.7,-14.5,-17.7,11.1,-1.6,/,4.2,-2.4,51.8,-51.8,-9.9
O=C(Nc1ncn[nH]1)c1cc(S(=O)(=O)Nc2ccc(Cl)cc2)ccc1Cl,4.3,-3.1,-14.2,24.3,-1.3,93.2,5.1,-3.3,-1.8,1.8,7.2
O=C1CC2(CCN(S(=O)(=O)c3ccccc3)CC2)Oc2ccccc21,-2.5,1.0,6.0,-20.5,-2.7,95.9,-2.0,1.6,-16.6,16.6,3.2
CCOC(=O)c1[nH]c(C)c(CN(C(C)=O)c2ccc(OCC)cc2)c1C,0.1,11.8,-11.2,1.1,1.5,104.4,-12.2,3.7,4.5,-4.5,-0.7
Cc1ccc(S(=O)(=O)Nc2ccc(NC(=O)CN3CCCCC3)c(Cl)c2)cc1,0.9,-3.8,1.5,5.3,-0.1,91.5,-11.9,-0.5,-7.3,7.3,5.3
Cc1ccc(Cl)c(OCCN2CCCC(C)C2)c1 (stereo not drawn),2.8,14.3,4.0,538.3*,-1.5,103.6,4.8,0.3,13.6,-13.6,2.0
CCOC(=O)c1sc2nc(N3CCOCC3)c3c(c2c1N)CCC3,-4.5,-3.1,/,-15.8,-1.0,105.6,-3.7,-2.8,73.6*,-73.6,3.5
O=C(Cc1nnc(NC(=O)c2ccccc2)s1)N/N=C/c1ccc(O)cc1,1.2,1.6,-10.4,-7.7,0.8,115.5,?,-13.9,/,/,-14.7

compound,NSD2 inh,PKA-R2B act,MITF TRPM1 HTS,SUMO Mot1 rescue,CDK5 p35 inh,Pemphigus Ab inh,dFosB activator,PKA-R1A activ,SR-BI HDL uptake,SR-BI DiI-HDL act,Arrestin-AP2 inh
NCc1ccc2[nH]c(=O)[nH]c2c1,-1.1,2.7,2.4,2.2,1.4,98.2,0.4,1.2,-13.5,13.5,14.2
O=C(CN(C(=O)CNS(=O)(=O)c1ccc(F)cc1)c1ccc(F)cc1)NCc1ccco1,1.3,-9.0,/,-7.2,-0.3,94.6,-5.3,2.6,/,/,3.3
COc1ccc(/C=N/N2CCN(C)CC2)c(OC)c1OC,8.7,1.6,0.9,-13.8,0.6,104.3,-9.4,-0.1,-15.0,15.0,-11.8
O=C(CCCCCN1C(=O)[C@@H]2Cc3ccccc3CN2C1=O)Nc1ccccc1F,2.8,-0.3,4.0,-5.7,0.5,106.9,-9.1,6.5,-14.0,14.0,-3.7
COc1ccccc1N1CCN(C(=O)C2CCN(S(=O)(=O)N3CCOCC3)CC2)CC1,0.2,0.2,6.6,/,-2.5,110.4,-0.6,7.2,-1.2,1.2,3.6
O=C(Nc1cccc(S(=O)(=O)NC2=NCCCCC2)c1)c1cc(-c2ccccc2Cl)nc2ccccc12,0.1,-4.3,7.7,-1.6,-2.1,102.8,-1.8,-5.6,68.0,-68.0,-8.5
CC1(C)CC(=O)C(C=NCCN2CCN(CC(=O)Nc3ccc(F)cc3)CC2)=C(O)C1,-0.5,-1.5,-8.0,11.7,-1.3,101.6,-7.2,6.4,-0.8,0.8,-18.4
Cc1cc(=O)c(C(=O)O)nn1-c1ccccc1,/,-4.9,-6.7,29.9,1.4,102.2,3.3,-2.8,-13.4,13.4,20.9
Cc1c(Cl)cccc1Nc1nc(N)nc(CSc2nc3ccccc3s2)n1,0.1,-3.8,-7.0,15.0,-1.6,102.1,-3.1,-3.6,-27.4,27.4,17.5
Cc1ccc(NC(=O)c2[nH]cnc2C(=O)NN)cc1,1.9,-6.3,4.1,3.5,1.6,100.7,-2.6,-8.6,-3.6,3.6,3.9
Nc1nonc1-n1nnc(C(=O)N/N=C/c2cccnc2)c1CSC1=NCCS1,0.4,-15.2,/,0.8,-0.1,107.2,-16.0,8.6,31.8,-31.8,-4.9
COc1ccccc1CO/N=C/c1cccn1-c1nccc(N(C)C)c1C#N,1.3,0.3,-2.6,17.0,1.5,99.0,5.7,7.8,4.0,-4.0,29.7
O=C(C1CCCCN1S(=O)(=O)c1ccccc1)N1CCN(C(c2ccccc2)c2ccccc2)CC1 (stereo not drawn),-1.9,-17.3,8.5,27.9,-0.9,95.5,-6.5,1.1,-10.7,10.7,-0.2
O=C(C1CN(C(=O)c2cc3cc(Cl)ccc3o2)c2ccccc2O1)N1CCCCC1 (stereo not drawn),0.9,-12.9,10.3,-8.3,-3.7,107.3,-8.8,-4.2,13.0,-13.0,-12.4
CC(Oc1ccc2c(-c3ccccc3)cc(=O)oc2c1)C(=O)N1CCC[C@@H]1C(N)=O (stereo partly drawn),/,7.4,38.3,-0.3,-2.7,98.0,-10.3,14.1,21.1,-21.1,29.2

compound,NSD2 inh,PKA-R2B act,MITF TRPM1 HTS,SUMO Mot1 rescue,CDK5 p35 inh,Pemphigus Ab inh,dFosB activator,PKA-R1A activ,SR-BI HDL uptake,SR-BI DiI-HDL act,Arrestin-AP2 inh
O=C(Nc1cccc(S(=O)(=O)Nc2ccccc2Cl)c1)c1ccc(N2CCCC2)c([N+](=O)[O-])c1,-0.7,-5.3,-9.7,37.4,1.6,/,-6.7,-4.4,66.9,-66.9,10.4
COc1cc(C(=O)N[C@@H](C)C(=O)NCc2ccco2)cc(OC)c1OC,-0.8,0.9,6.2,-3.4,0.3,/,-2.4,-2.7,-1.7,1.7,22.6
Cn1c(SCC(=O)Nc2ccc3cn[nH]c3c2)nnc1-c1cnccn1,-0.4,-1.2,-23.9,/,0.8,111.2,-7.5,-3.8,1.1,-1.1,-7.6
C/C(=N\NC(=O)COc1ccc(C(C)(C)C)cc1)c1ccc(N2CCOCC2)cc1,-0.3,-0.3,-5.6,-7.9,0.9,109.4,-5.2,4.8,23.4,-23.4,4.9
COC(=O)c1cccc(Oc2cccc(C(F)(F)F)c2)n1,-1.7,5.3,-18.1,-3.9,-1.2,89.6,-7.9,7.0,-9.3,9.3,15.9
COc1cccc(CN2CCN(Cc3ccon3)CC2CCO)c1 (stereo not drawn),5.1,-9.3,8.6,-0.1,-6.6,90.7,2.3,-2.6,-9.6,9.6,0.2
COc1ccccc1N1CCN(C(=O)C2CCCN(c3ncnc4c3nc3n4CCCCC3)C2)CC1 (stereo not drawn),0.7,2.4,-10.8,-9.1,-0.8,/,-6.8,-3.8,-4.3,4.3,8.2
O=C(O)c1ccc(O)c(O)c1,/,-1.6,0.4,1.2,-0.9,97.1,-4.9,-3.9,-7.2,7.2,8.0
Cc1cccc(-c2noc(CCCC(=O)Nc3cccnc3)n2)c1,-0.2,14.0,/,107.9,1.3,104.3,-6.7,1.8,-5.7,5.7,-6.0
C=C(C)CSC1=C(C#N)C(c2ccccc2)CC(=O)N1 (stereo not drawn),0.3,3.4,-8.0,-12.6,-1.7,125.7,-0.1,4.9,-19.6,19.6,-11.5
C/C(N)=C(/C#N)C(=O)CSc1ncnc2ccccc12,-0.9,-6.7,5.8,1.8,0.1,99.0,-12.7,-2.1,-13.1,13.1,-2.0
COC(=O)c1cc(NC(=O)CC2C(=O)NCCN2C(=O)c2ccc(F)cc2)cc(C(=O)OC)c1 (stereo not drawn),4.7,-3.6,-6.3,8.8,-1.4,102.9,-2.9,-6.0,12.7,-12.7,-1.2
CC(NC(=S)Nc1ccccc1)C1COc2ccccc2O1 (stereo not drawn),-1.8,3.0,4.6,-7.3,1.1,86.5,-9.3,6.8,7.6,-7.6,3.2
S=C(NCc1ccc(Cl)cc1Cl)NC1CCCCC1,-5.6,-1.1,1.1,645.3*,0.6,/,-2.0,0.7,19.9,-19.9,24.9
O=C(O)c1cccc(N=NN2CCCCCC2)c1,/,-7.5,-18.5,-17.4,-0.8,98.3,0.9,2.9,-13.6,13.6,28.2
COc1cc(C(=S)N2CCOCC2)ccc1OS(=O)(=O)c1ccc(NC(C)=O)cc1,0.7,-14.8,-1.1,-12.8,-0.1,93.9,0.2,-3.7,-12.0,12.0,-9.2
Cc1ccc(S(=O)(=O)NCC(=O)OCC(=O)N2CCN(C(=O)c3ccco3)CC2)cc1C,0.2,4.3,5.0,-16.7,-0.8,117.1,-4.7,-7.2,-3.6,3.6,5.7
COc1ccc(/C=C2/C(=O)OCc3cc(OC)c(OC)cc32)c(OC)c1,3.1,3.4,0.4,87.7,-0.6,/,-4.8,-2.1,9.1,-9.1,-0.6

# This is a random part of the collection, and some 4.7% of all compounds hit somewhere here.
